# High-throughput results deposited in PubChem BioAssay by National Center for Advancing Translational Sciences (NCATS).
# KDM5B inh: Primary screen for KDM5B Histone Demethylases FDH-coupled qHTS; Lysine-specific demethylase 5B (Homo sapiens), Q9UGL1; KDM5B demethylase, FDH-coupled NADH fluorescence (FDH is formaldehyde dehydrogenase); Potency, µM (doses to about 57.7 µM), for inactives: at the top dose activity change, negative = inhibition, actives largely listed as inhibitors; actives 2.6% (n = 220,000); active = well fitted inhibition curve with a large enough effect; inconclusive = small, poorly fitted or top-dose-only effect; inactive = no such curve, though single readings can be large or run the other way; note: 0% is about no effect; nearly all actives have a fitted effect of over 70% in size
# Target sequence (Q9UGL1 whole entry, looked up): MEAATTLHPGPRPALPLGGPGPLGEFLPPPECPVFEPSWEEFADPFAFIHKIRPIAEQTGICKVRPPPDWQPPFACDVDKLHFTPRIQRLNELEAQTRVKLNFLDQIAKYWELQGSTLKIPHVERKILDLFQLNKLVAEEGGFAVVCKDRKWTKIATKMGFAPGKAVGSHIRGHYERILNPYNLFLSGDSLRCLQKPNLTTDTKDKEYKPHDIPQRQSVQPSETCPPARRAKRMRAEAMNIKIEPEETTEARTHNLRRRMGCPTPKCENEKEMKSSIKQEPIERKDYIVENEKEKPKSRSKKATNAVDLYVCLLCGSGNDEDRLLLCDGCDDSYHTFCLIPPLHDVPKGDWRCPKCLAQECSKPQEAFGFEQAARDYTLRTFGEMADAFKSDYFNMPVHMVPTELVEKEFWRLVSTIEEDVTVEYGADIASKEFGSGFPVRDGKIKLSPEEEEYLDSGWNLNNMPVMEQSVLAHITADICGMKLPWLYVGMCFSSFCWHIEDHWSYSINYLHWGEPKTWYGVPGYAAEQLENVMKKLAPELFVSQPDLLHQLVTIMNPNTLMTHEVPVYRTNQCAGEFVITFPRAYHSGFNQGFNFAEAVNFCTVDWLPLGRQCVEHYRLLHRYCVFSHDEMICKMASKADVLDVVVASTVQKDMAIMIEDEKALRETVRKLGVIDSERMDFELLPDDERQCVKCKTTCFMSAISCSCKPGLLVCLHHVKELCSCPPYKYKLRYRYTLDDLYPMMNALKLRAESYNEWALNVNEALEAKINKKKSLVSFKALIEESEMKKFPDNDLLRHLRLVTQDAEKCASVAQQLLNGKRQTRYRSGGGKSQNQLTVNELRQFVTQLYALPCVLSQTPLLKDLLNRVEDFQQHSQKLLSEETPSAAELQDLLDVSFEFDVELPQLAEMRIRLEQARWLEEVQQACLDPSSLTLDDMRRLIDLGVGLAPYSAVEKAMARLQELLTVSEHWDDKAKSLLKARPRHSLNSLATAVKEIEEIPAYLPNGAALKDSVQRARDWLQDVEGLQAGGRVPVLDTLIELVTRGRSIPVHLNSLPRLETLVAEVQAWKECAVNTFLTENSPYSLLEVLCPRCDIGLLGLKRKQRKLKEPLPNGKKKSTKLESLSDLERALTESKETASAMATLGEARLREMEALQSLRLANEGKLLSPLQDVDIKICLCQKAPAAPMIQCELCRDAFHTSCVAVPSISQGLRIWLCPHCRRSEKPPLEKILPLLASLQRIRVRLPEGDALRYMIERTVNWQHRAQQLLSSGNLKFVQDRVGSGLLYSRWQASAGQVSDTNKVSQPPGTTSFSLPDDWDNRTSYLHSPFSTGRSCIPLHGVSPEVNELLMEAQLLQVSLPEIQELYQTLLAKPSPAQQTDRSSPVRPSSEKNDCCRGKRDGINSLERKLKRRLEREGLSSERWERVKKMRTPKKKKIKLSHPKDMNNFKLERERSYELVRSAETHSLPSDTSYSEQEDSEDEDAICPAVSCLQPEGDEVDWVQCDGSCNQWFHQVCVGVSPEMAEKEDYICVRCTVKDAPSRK
#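 Inhibition is measured as reduced NADH fluorescence generation from FDH coupling to formaldehyde release. Truncated KDM5BΔAP at 200 nM final acts on H3K4me3 peptide (12.5 µM in substrate mix) in pH 7.5 HEPES buffer with Tween-20, 30 min, room temperature.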
# Starred values were filed as active, the others as inactive; i = inactive; ? = inconclusive; [ ] = another dose, or the depositor's remark. Potency is the fitted concentration of half-maximal effect. Not all compounds are listed. The share of hits here may be higher or lower than overall.
KDM5B inh | Molecule
-4% | Cc1ccc(-c2c(CN3CCN(c4cc(C)ccc4C)CC3)csc2C)cc1
9% | CC(C)c1ccc2oc(=O)cc(CN3CCN(c4ccc(F)cc4)CC3)c2c1
-25%[86.2 µM] | O=C(NCc1ccccc1)[C@@H]1C[C@@H](c2ccc(F)cc2)N([S+](=O)([O-])c2cccnc2)C1
-5% | CS(=O)(=O)Cc1ccc(C(=O)Oc2ccc(Br)cc2)cc1
12% | C/C=C/C=C/C(=O)Nc1ccc(SC)cc1
9% | O=C(Cn1cnc2sc3c(c2c1=O)CCC3)NC1CCCc2ccccc21 (stereo not drawn)
-3% | Cc1nn(C)cc1S(=O)(=O)N1CCN(c2ccccc2)CC1
28µM* | CCOC(=O)CCCOc1cccn2c(=O)c(-c3cc(C)n(-c4cccc(C)c4)n3)c(C)nc12
6% | CN(CCCNc1ccccc1)c1nc(-c2ccncc2)nc2ccccc12
11% | CC(C)c1ccc(-n2ccc3nc(N4CCOCC4)ncc3c2=O)cc1
-1% | CN(CC(=O)Nc1cccc(C(F)(F)F)c1)C1CCc2ccccc21 (stereo not drawn)
-3% | FC(F)(F)c1ccccc1C(C#Cc1ccccc1)NCc1ccc2c(c1)OCO2 (stereo not drawn)
-17% | CCOc1ccc(NC(=O)c2ccc3[nH]c(C)cc(=O)c3c2)cc1
? | COc1ccccc1-c1cc(C(=O)NCc2cccnc2)c2cnn(C)c2n1
-9% | CCc1ccc(-c2cn3nc(CC)sc3n2)cc1
35µM* | O=C1COc2ccc(-c3ccncc3)nc2CN1Cc1ccccc1F
-1% | COCCCn1c(C(C)NC(=O)OCc2ccccc2)nc2cccnc21 (stereo not drawn)
-4% | Fc1ccc(/C=N/Nc2cc(C(F)(F)F)ccc2Cl)c(F)c1
10% | Cc1cccc(NC(=O)C2(C#N)C(c3ccccc3)C2(C)C(=O)c2ccccc2)c1 (stereo not drawn)
? | COc1ccc(C2C=C(C(=O)O)Nc3ncnn32)cc1 (stereo not drawn)
-2% | N#C/C(=C/c1csc(-c2ccsc2)n1)C(=O)NC1CC1
18% | Cn1c2ccccc2c2c(C(=O)N3CCN(c4cccc(C(F)(F)F)c4)CC3)cn(C3CCCCC3)c(=O)c21
43% | CC(=O)N1CCCC(C(=O)NCc2nc(Cc3cccs3)no2)C1 (stereo not drawn)
-1% | CCOc1cc(C2c3c(-c4cc(C)ccc4O)n[nH]c3C(=O)N2CCCOC(C)C)ccc1O (stereo not drawn)
1% | CCOCCCNC(=O)C1CCCN(c2ncnc3onc(C)c23)C1 (stereo not drawn)
-10% | COc1cccc(NC(=O)NC[C@H]2O[C@H](Cc3cc(-c4ccc(F)cc4)on3)CC[C@@H]2O)c1
17% | CCOc1ccc(-n2c(=O)c3c(C)c(C)sc3n(CC(=O)N(CC)Cc3ccccc3)c2=O)cc1
-30% | Cc1ccc(C)c2sc(N3CCN(C(=O)c4ccco4)CC3)nc12
-1% | COC(=O)c1cccc(COC(=O)Cn2cnc3c2c(=O)n(C)c(=O)n3C)c1
9% | O=C(CC1Sc2ccc(C(F)(F)F)cc2NC1=O)Nc1ccc2c(c1)OCO2 (stereo not drawn)

# Entries above printed as active in KDM5B inh.
KDM5B inh | Molecule
28µM* | CCOC(=O)CCCOc1cccn2c(=O)c(-c3cc(C)n(-c4cccc(C)c4)n3)c(C)nc12
35µM* | O=C1COc2ccc(-c3ccncc3)nc2CN1Cc1ccccc1F

# Later entries.
KDM5B inh | Molecule
? | COc1ccc(C(=O)NC2CCN(c3cc(-c4ccccc4)[nH]n3)CC2)cc1OC
10% | COc1ccc(-c2nc(CS(=O)(=O)CC(=O)NCCc3cc(OC)ccc3OC)c(C)o2)cc1
-10% | CCC1CCCCN1C(=O)CN1C(=O)N(c2cc(Cl)ccc2C)S(=O)(=O)c2ccccc21 (stereo not drawn)
? | Cc1ccc2nc(-c3ccc(NC(=O)c4cccc(F)c4)cc3)oc2c1
? | CCS(=O)(=O)N1CCc2cc(C(=O)Nc3cc(C)cc(C)c3)ccc21
3% | COC[C@@H]1CN(C(=O)c2ncoc2-c2cccc(C)c2)C[C@H]1C(N)=O
-4% | CC(C)(C)Sc1ccc2nn(CC(=O)NCc3ccccc3Cl)c(=O)n2n1
-12% | CCOc1ccc(S(=O)(=O)N2CCOCC2)cc1NC(=O)C1CCC1
-23% | CCN1C(=O)c2ccccc2Sc2ccc(NC(=O)Cc3ccc(OC)c(OC)c3)cc21
? | COc1cccc(NC(=O)c2ccc3c(c2)N(C)C2CCCCN2C3=O)c1 (stereo not drawn)
-1% | Cc1ccc2c(Cl)cc(Cl)c(OCC(=O)NC(=O)NCc3ccccc3)c2n1
18% | O=C(NCc1cccnc1)[C@@H]1C[C@@H](O)CN1C1CCN(C(=O)C2(c3ccccc3)CC2)CC1
30%[activator][86.2 µM] | COCCNC(=O)[C@@H]1CCC[C@@H](NC(=O)c2ccc(Cl)cc2)CN(C)C(=O)C1
-15% | C=CCn1c(SCC(=O)N2c3ccccc3Sc3ccccc32)nnc1-c1ccco1
10% | Cc1ccc(N(C(=O)c2ccc(F)cc2)C2C=CS(=O)(=O)C2)cc1Cl (stereo not drawn)
-10% | COc1ccc(C(=O)Nc2ccccc2N2CCCCC2)cc1S(=O)(=O)NC(C)C
28µM* | CCc1noc(-c2cccn3c(CNC(=O)c4cccc(C)c4)nnc23)n1
-2% | CCOC(=O)C1CCCN(C(=O)Cc2ccc(N(Cc3ccc(C)cc3)C(=O)c3ccco3)cc2)C1 (stereo not drawn)
11% | NNc1ccncc1
? | CCCCN(C)C(=O)c1cc(=O)[nH]c2ccccc12
8% | O=C1Nc2cc(Cl)c(Cl)cc2N(O)N1c1c(F)cccc1F
? | CCCCN(CC)C(=O)CSc1nc2n[nH]c(C)c2c(=N)n1-c1cccc(OC)c1
i | CCOC(=O)C(NC(=O)c1ccccc1)C(F)(F)F (stereo not drawn)
? | CCNc1c(NC(=O)Nc2ccccc2OCC)c(=O)oc2ccccc12
25% | NNC(=O)c1ccccc1OCc1ccccc1
28µM* | CN(C)CCNC(=O)c1nc2nc(-c3ccccc3)c(-c3ccc(Cl)cc3)cc2n1C
? | N#Cc1ccccc1CN1CCNc2nc(CNCc3cnccn3)n(Cc3ccccc3)c2C1=O
4% | CCC(C)NC(=O)COC(=O)c1nn(-c2ccccc2)c(=O)c2ccccc12 (stereo not drawn)
21% | Cn1nnnc1-c1cccc(NS(=O)(=O)c2ccc(F)c(F)c2)c1
4% | CC(=O)N1CCC(Cn2cc(Cn3c(C)nc4ccccc43)nn2)CC1

# Ordered by value in KDM5B inh (largest number first): three from the list above
KDM5B inh | Molecule
18% | O=C(NCc1cccnc1)[C@@H]1C[C@@H](O)CN1C1CCN(C(=O)C2(c3ccccc3)CC2)CC1
9% | O=C(CC1Sc2ccc(C(F)(F)F)cc2NC1=O)Nc1ccc2c(c1)OCO2 (stereo not drawn)
-30% | Cc1ccc(C)c2sc(N3CCN(C(=O)c4ccco4)CC3)nc12

# Other records.
KDM5B inh | Molecule
-19% | CC(C)c1ccc(Nc2c3c(nc4ccccc24)CCCC3)cc1
-8% | Cc1cccc(S(=O)(=O)Nc2cccn3nc(C4CCC4)nc23)c1
20% | CCN1C(=O)C2CC3(CCN(C(=O)NCCc4ccccc4)CC3)CN2C1=O (stereo not drawn)
-13% | CCn1c(C)cc(C(=O)N2CC[C@H](N3CCN(C)CC3)[C@H](CCCO)C2)c1C
? | COc1ccc(CCN(Cc2ccncc2)C(=O)CC2COCCN2)cc1 (stereo not drawn)
? | CC(C)CNC(=O)NC(=O)COC(=O)c1cc(-c2ccco2)nc2ccccc12
7% | CCc1nc2c(NC(=O)NCCc3ccccc3)cccn2n1
-1% | Cc1ccc(-c2nnc(C3CN(C(=O)c4n[nH]c5ccccc45)CC34CCOCC4)o2)cc1 (stereo not drawn)
? | Cc1nnc(NC(=O)CSc2nc3c([nH]c4ccccc43)c(=O)n2-c2cccc(Cl)c2)s1
8% | CCOCCn1c(N2CCN(Cc3ccc(Cl)cc3)CC2)nc2c1c(=O)[nH]c(=O)n2C
? | Clc1ccc(Nc2nc(-c3ccccc3)c3cc(Cl)ccc3n2)cc1
? | O=C(N[C@@H]1CN(c2ncccn2)C[C@H]1CO)c1c(F)cccc1F
4% | Cc1ccc2c(CN3CCN(CCc4ccncc4)CC3)cc(=O)oc2c1C
10% | CCc1ccccc1NC(=O)C(=O)NCCc1csc(-c2cccc(F)c2)n1
7% | O=C(c1ccsc1)N1CC2CC(C1)[C@H]1CCCC(=O)N1C2 (stereo partly drawn)
-20% | O=C(c1cnn(Cc2ccccc2)c1)N1CCn2nc(Cc3ccccc3)cc2C1
5% | Cc1ccccc1CS(=O)(=O)N1CCC(C(=O)Nc2c(C)n(C)n(-c3ccccc3)c2=O)CC1
i | Brc1ccc(-c2ccnc3nc(C4CCCO4)nn23)s1 (stereo not drawn)
9% | CCOC(=O)c1c(C)oc2ncnc(Nc3cc(Cl)ccc3OC)c12
? | COc1ccc(-c2cc(C(=O)O)c3ccccc3n2)cc1
12% | CSc1nc2c(c(=O)n(C)c(=O)n2C)n1Cc1cccc(C)c1
i | C[S+](=O)([O-])c1ccc(-c2nc(C(=O)NC3CC3)n3ccccc23)cc1
? | Cc1[nH]c(-c2ccccn2)nc(=S)c1Cl
-19% | O=C(Nc1cc2ccc(O)cc2oc1=O)c1ccc(F)cc1
18% | CCN(CC)S(=O)(=O)c1ccc(Cl)c(C(=O)Nc2c(C)cc(C)cc2Cl)c1
-8% | COc1ccc(C(=O)N2CCc3ccc(C(=O)Nc4ccc(OC)cc4C)cc32)cc1
16% | Cc1cc(C)n(CCC(=O)N2CCC(c3noc(C4CC4)n3)C2)n1 (stereo not drawn)
15% | Cc1ccccc1-c1nc(CS(=O)(=O)CC(=O)Nc2cc(Cl)cc(Cl)c2)c(C)o1
15% | Cn1c(SCC(=O)N2CCc3ccccc32)nnc1-c1ccc(F)cc1
-2% | Cc1ccccc1OCCSCc1ccc(C(N)=O)cc1
-27% | Clc1ccc(-c2csc(N/N=C/c3ccco3)n2)cc1
-3% | CC(C)CCNC(=O)NC(=O)CSc1nnc(-c2ccccc2)c(-c2ccccc2)n1
? | CCN(CCCNC(=O)c1cc(Nc2ccc(OC)cc2OC)nc2ccccc12)c1cccc(C)c1
-4% | CC(Oc1ccc(C#N)cc1Cl)C(=O)Nc1ccnn1C(C)C (stereo not drawn)
11% | O=C(CCCCCn1nnc2ccccc2c1=O)Nc1ccccc1F
-6% | CCN(CC)S(=O)(=O)c1ccc2c(c1)N(CC(=O)NCc1ccccc1)C(=O)CS2
13% | CC(=O)N1CC(CO)C2(CCN(Cc3cccc(C#N)c3)CC2)C1 (stereo not drawn)
5% | COc1cccc(NC(=O)CCc2ncc(-c3ccccc3)o2)c1
3% | Cc1c(C(=O)NCCc2ccc(Cl)cc2)cccc1-n1cnc2cccnc21
-6% | COc1ccc(CNC(=O)NC(c2ccccc2)c2ccncc2)cc1 (stereo not drawn)

# Reprinted at random: two entries already listed, in no set order.
KDM5B inh | Molecule
-3% | CC(C)CCNC(=O)NC(=O)CSc1nnc(-c2ccccc2)c(-c2ccccc2)n1
3% | Cc1c(C(=O)NCCc2ccc(Cl)cc2)cccc1-n1cnc2cccnc21

# Part of the list above, tab-delimited:
compound	KDM5B inh
O=C(CCCCCn1nnc2ccccc2c1=O)Nc1ccccc1F	11%
CCN(CC)S(=O)(=O)c1ccc2c(c1)N(CC(=O)NCc1ccccc1)C(=O)CS2	-6%
CC(=O)N1CC(CO)C2(CCN(Cc3cccc(C#N)c3)CC2)C1 (stereo not drawn)	13%
